# MITF act = activators of MITF-driven TRPM1 promoter reporter, primary screen, cell-based, SK-MEL-5, luciferase, single point. activation, % at 12.5 µM. SK-MEL-5 TRPM1-promoter luciferase, 24 h; % of positive control, neutral wells = 0. AID 588334, 2011. 300,000 tested, 0.75% active;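 active = mean activation of at least 80% with every replicate also reaching 80%; inconclusive = mean reaches 80% but some replicate falls short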;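 also: 0% = neutral control wells and 100% = parthenolide positive control wells; values of inactives mirror those of a sister screen read the other way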
# PfHsp90 yeast 2 = growth inhibition of PfHsp90-expressing yeast, primary screen, antimalarial PfHsp90 inhibitor project, S. cerevisiae, BacTiter-Glo luminescence, single point, set 2 | BacTiter-Glo ATP, 48 h; yeast lacking PDR1 and PDR3 efflux regulators | inhibition, % at 9.4 µM | 310,000 tested, 0.32% active | AID 504621, 2011;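 active = every replicate shows inhibition above about 80%, whatever the replicate mean, limit read from the data; inconclusive = mean inhibition reaches the set limit but some replicate falls short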;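 also: 0% = DMSO neutral controls and 100% = 20 µM radicicol positive controls; yeast relying on Plasmodium falciparum Hsp90 in place of its own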
# dFosB activator = activators of delta FosB homodimer, primary screen, biochemical, fluorescence polarization, TAMRA-CDK5 oligo, single point. Protein FosB (Mus musculus), P13346. purified delta FosB; percent of positive-control signal above neutral wells. activation, % at 25 µM. 340,000 tested, 0.99% active;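 active = mean activation above about 17%, with every replicate also reaching it, limit read from the data, passing the limit was not always enough; inconclusive = only one of the two conditions met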;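 also: fluorescence polarization rise as delta FosB binds a TAMRA Cdk5 AP-1 oligo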
# SR-BI DiI inh = inhibitors of SR-BI mediated HDL lipid uptake, primary screen, ldlA[mSR-BI] cells, fluorescence, single point. 320,000 tested, 0.96% active. Scavenger receptor class B member 1 (Mus musculus), Q61009. ldlA[mSR-BI] CHO cells, DiI-HDL uptake fluorescence, 3 h. inhibition, % at 12.5 µM. AID 488896, 2010;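 active = mean replicate inhibition of at least 70% and a set share of replicates each scoring 70 or more; inconclusive = meets just one of the two criteria; inactive = fails both criteria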;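 also: 0% = median of neutral control wells and 100% = median of positive control wells; values of inactives mirror those of a sister screen read the other way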
# Target sequence (Q61009 whole entry, looked up): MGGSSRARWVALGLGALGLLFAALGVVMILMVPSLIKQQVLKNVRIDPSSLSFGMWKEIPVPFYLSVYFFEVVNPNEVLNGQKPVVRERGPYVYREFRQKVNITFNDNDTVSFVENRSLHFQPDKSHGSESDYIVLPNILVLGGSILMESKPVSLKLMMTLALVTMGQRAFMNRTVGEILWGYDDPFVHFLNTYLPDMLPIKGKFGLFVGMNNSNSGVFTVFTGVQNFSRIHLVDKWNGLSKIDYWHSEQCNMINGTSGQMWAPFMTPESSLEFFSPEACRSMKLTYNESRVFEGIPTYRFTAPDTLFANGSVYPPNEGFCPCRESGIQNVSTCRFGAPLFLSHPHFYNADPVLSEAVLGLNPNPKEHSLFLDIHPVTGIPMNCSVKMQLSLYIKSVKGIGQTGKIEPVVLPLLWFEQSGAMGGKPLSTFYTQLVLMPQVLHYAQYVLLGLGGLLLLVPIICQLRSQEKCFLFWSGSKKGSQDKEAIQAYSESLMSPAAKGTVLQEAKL
# PvdQ acylase = P. aeruginosa PvdQ acylase inhibitors, primary screen, biochemical, fluorescence, plate reader and imaging, single point. PvdQ acylase [Pseudomonas aeruginosa LESB58]. purified PvdQ acylase. inhibition, % at 10 µM. 340,000 tested, 0.063% active. AID 488965, 2010; in the data active = inhibition above about 30%, passing the limit was not always enough; inconclusive = no clear call, values can overlap the other calls;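 also: 0% = vehicle neutral wells and 100% = reference inhibitor wells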
# Rtt109 Vps75 = inhibitors of C. albicans Rtt109/Vps75 HAT, primary screen, biochemical, ThioGlo CoA-SH fluorescence, plate reader | Histone acetyltransferase RTT109 (Candida albicans (strain SC5314 / ATCC MYA-2876)), … | purified Rtt109/Vps75, 4 h | inhibition, % at 34.9 µM | 330,000 tested, 0.16% active | AID 540336, 2011;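 active = inhibition of at least 50% in every replicate; inconclusive = best replicate reaches 50% inhibition but some replicates fall short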
# Target sequence (Q5AAJ8 whole entry, looked up): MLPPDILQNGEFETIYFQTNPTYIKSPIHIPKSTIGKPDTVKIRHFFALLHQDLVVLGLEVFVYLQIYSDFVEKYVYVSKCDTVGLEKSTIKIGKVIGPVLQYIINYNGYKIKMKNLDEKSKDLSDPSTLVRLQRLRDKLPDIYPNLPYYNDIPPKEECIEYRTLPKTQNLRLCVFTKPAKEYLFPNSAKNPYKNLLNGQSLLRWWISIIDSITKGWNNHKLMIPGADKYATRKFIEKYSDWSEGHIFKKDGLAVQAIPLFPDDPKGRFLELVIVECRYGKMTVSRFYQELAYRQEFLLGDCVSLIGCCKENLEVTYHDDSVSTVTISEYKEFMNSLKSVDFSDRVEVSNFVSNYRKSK
# CAL PDZ FP-1 = CAL PDZ peptide-binding inhibitors, primary screen, biochemical, fluorescence polarization, Cer-tagged CAL PDZ, HTS. Golgi-associated PDZ and coiled-coil motif-containing protein (Homo sapiens), Q9HD26. purified CAL PDZ, TMR-peptide fluorescence polarization, 1 h. inhibition, % at 20 µM. 330,000 tested, 0.02% active. AID 504414, 2011;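 active = highest replicate inhibition of at least 40%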;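 also: plate controls were DMSO neutral control wells for no effect and unlabeled competitor peptide control wells for full effect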
#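 System: tagged CAL PDZ domain. Schedule: 1 h room-temperature incubation prior to read. Signal: fluorescence polarization (mP). Measure: percent inhibition from loss of millipolarization.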
# CAL PDZ FP-2 = untagged CAL PDZ binding inhibitors, primary screen, biochemical, fluorescence polarization, HTS; inhibition, % at 24.9 µM; purified CAL PDZ, TMR-peptide fluorescence polarization, 1 h; 300,000 tested, 0.92% active; AID 602252, 2012;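 active = mean inhibition of at least 30% with at least half of replicates also reaching 30%; inconclusive = no clear call, values can overlap the other calls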;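 also: 0% = DMSO neutral control and 100% = excess unlabeled competitor peptide PRC23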
# NSD2 HMT inh = NSD2 histone methyltransferase inhibitors, primary screen, biochemical, AlphaScreen, single concentration, set 2 | inhibition, % at 12.5 µM | NSD2 peptide methylation, 120 min | Histone-lysine N-methyltransferase NSD2 (Homo sapiens), O96028 | 310,000 tested, 0.54% active | AID 743445, 2014; in the data active = inhibition above about 50%
# SR-BI DiI-HDL act = activators of SR-BI mediated DiI-HDL uptake, primary screen, ldlA[mSR-BI] CHO cells, DiI fluorescence. 320,000 tested, 0.096% active. 3 h; 100 = double the neutral-control signal. activation, % at 12.5 µM. AID 504775, 2011;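 active = mean replicate activation of at least 60% and every replicate at or above 60%; inconclusive = mean or all-replicate condition met, but not both; inactive = mean below 60% and not all replicates reaching 60%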;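 also: 0% = median plate neutral-control signal and 100% = twice that signal; values of inactives mirror those of a sister screen read the other way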
#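 system = CHO ldlA[mSR-BI] cells, LDL receptor-null, SR-BI overexpressing | medium = Ham's F12 with 0.5% BSA, HEPES 25 mM, pH 7.4 | probe or stimulus = DiI-HDL 10 µg/mL | compound dosing = single-point compound dose | incubation = compound exposure 3 h, 37 °C | technique = DiI fluorescence, bottom read | read-out = cell-associated DiI fluorescence as measure of HDL uptake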
# * = called active by the depositor; ? = inconclusive; · = no result given.
SMILES,MITF act,PfHsp90 yeast 2,dFosB activator,SR-BI DiI inh,PvdQ acylase,Rtt109 Vps75,CAL PDZ FP-1,CAL PDZ FP-2,NSD2 HMT inh,SR-BI DiI-HDL act
CCc1ccc(Nc2nc(C)cc(C)c2C(N)=O)cc1,·,-18,1,13,-3,-11,-0.4,1,1,-13
CCc1cccc(NC(=O)C2CCCN2C(=O)Nc2ccc(C)cc2)c1 (stereo unspecified),-1,9,-2,·,-10,-4,-0.6,·,-1,·
COc1cccc2cc(C(=O)Nc3ccc(F)cc3)c(=Nc3ccc(C(=O)O)cc3)oc12,5,-7,-24,1,-7,-1,-2.1,·,3,-1
CCCN(C(=O)c1cccs1)c1c(N)n(Cc2ccccc2)c(=O)[nH]c1=O,2,-9,-4,-18,-14,7,0.0,-2,-2,18
CCOC(=O)C[C@H]1c2ccccc2S(=O)(=O)N1Cc1cc(OC)c(OC)c(OC)c1,11,·,-6,-12,1,1,-0.4,-2,·,12
CC(C)CCN(C(=O)c1csnn1)C(C(=O)NC1CCCCC1)c1ccc(F)cc1 (stereo unspecified),14,13,-10,-14,11,-5,-3.0,3,0,14
FC(F)c1nnc2ccc(Cl)nn12,-4,13,5,-35,-6,-10,-0.2,·,1,35
C[C@@H]1COC(=O)[C@H](Cc2ccc(F)cc2)C/C=C\C[C@@H](CC(=O)NCCO)C(=O)N1,0,-12,1,-13,-18,-6,-0.8,0,·,13
CCc1noc(C)c1C(=O)N(C)CC(=O)Nc1ccccc1C(F)(F)F,6,·,4,-6,-3,-10,-4.3,1,-2,6
O=S(=O)(Nc1nc2ccccc2nc1Nc1ccc2c(c1)OCO2)c1ccc(F)cc1,9,-9,-5,14,-10,8,0.0,-3,0,-14
CN(C)S(=O)(=O)N1CCN(c2ccccc2)CC1,-4,-12,3,6,12,0,-1.5,-1,·,-6
CC(C)CCn1c(N2CCCC2)nc2c1c(=O)n(C)c(=O)n2C,·,6,6,-3,-8,-1,-0.6,2,-1,3
CC1CCc2cc(F)ccc2N1C(=O)CSc1nnc2c(n1)[nH]c1ccc(F)cc12 (stereo unspecified),-16,9,?,31,4,1,-0.9,1,0,-31
COCCCNC(=O)C1CCC(CNS(=O)(=O)c2ccc(OC)cc2)CC1 (stereo unspecified),4,0,1,18,5,2,-0.1,-4,3,-18
COc1ccc(CN(C)CC(=O)Nc2c(C)cccc2C)c(OC)c1,10,·,1,10,3,13,-0.5,-2,-1,-10
COc1ccc(C2C(=O)c3ccccc3C2=O)cc1,57,11,-5,10,-9,0,-0.8,-4,·,-4
O=C(NC1CCCCCC1)c1ccco1,3,9,2,-25,10,1,-2.1,0,-13,25
C/C(=N/OC(=O)C1CC1)c1cc(-c2ccc(Cl)cc2)no1,89*,16,1,7,0,-3,4.7,-1,-1,-7
O=C(CSc1nnc(-c2ccco2)o1)c1ccc(F)c(F)c1,1,2,-3,-20,-13,-1,0.1,·,-1,20
O=C(Nn1cnnc1)c1ccc(OC(F)(F)C(F)C(F)(F)F)cc1 (stereo unspecified),10,28,-8,-7,1,4,1.8,1,2,7
COc1ccc(C(=O)CSc2nnc(NC(=O)C3CC(=O)N(c4ccccc4)C3)s2)cc1 (stereo unspecified),-5,0,9,5,-4,-24,-5.1,1,-2,-5
COc1ccc(CCNC(=O)c2cc(-c3ccc4c(c3)OCO4)on2)cc1OC,18,-9,-4,12,-13,-3,-0.6,0,-3,-12
N#C/C(=N\Nc1c(Cl)cccc1Cl)C(=O)NN,·,·,-4,-10,-22,5,-1.2,-3,2,10
Brc1ccccc1/C=N/Nc1ccccn1,35,-35,-5,-11,5,10,-0.2,-2,-1,11
COc1ccc(-n2ncc3c2CC(C)(C)CC3NC(=O)c2c(C)cc(=O)oc2C)cc1 (stereo unspecified),3,12,-3,-2,6,7,0.4,-3,-4,2
Nc1c(-c2ccccc2)c(CN2CCOCC2)nn1-c1ccccc1,1,8,1,-10,-6,·,-1.2,-3,1,10
Cc1ccc(S(=O)(=O)N2CCC(C(=O)NC3CCCC3)CC2)cc1Cl,3,-24,8,·,-10,2,-2.3,-3,5,·
Cc1ccc(N(Cc2ccc(C(=O)NN=C3CCN(C)CC3)cc2)S(C)(=O)=O)cc1C,8,13,-5,24,-4,7,-2.6,-6,-1,-24
Cc1ccc(Cn2nnc3c(=O)[nH]c(C4CCN(S(=O)(=O)c5ccccc5F)CC4)nc32)cc1,·,-33,-16,·,-14,7,-1.5,-20,0,·
CCOC(=O)Cn1c(=O)oc2cc(S(=O)(=O)NCCc3ccc(OCC)c(OCC)c3)ccc21,4,3,-3,31,-8,3,-2.4,·,0,-31
O=C(Nc1cccc(C(F)(F)F)c1)/C(=C\c1ccco1)NC(=O)c1cccs1,-8,-26,4,23,-2,20,-0.8,-4,0,-23
CCN(CCO)c1ncnc2onc(-c3ccc(F)cc3)c12,-9,2,4,-21,-9,-26,-1.2,8,12,21
C=CCNC(=O)c1ccc2c3n(nc2c1)-c1ccc(Cl)cc1CO3,90*,12,-1,60,-5,-1,-6.1,-3,·,-60
COc1ccc(C2C(C(=O)N3CCC(C)CC3)c3ccccc3C(=O)N2C)cc1 (stereo unspecified),-8,12,-11,-9,-2,4,-1.2,-3,4,9
Cc1sc(-c2ccccn2)nc1OC(=O)c1ccc(F)cc1F,-26,-10,-1,-17,18,-12,·,-1,1,17
CC1CCCCC1NC(=O)CNC(=O)c1cccs1 (stereo unspecified),-1,12,6,-9,-13,2,-0.5,-1,-1,9

# For convenience, part of the list above.
SMILES,MITF act,PfHsp90 yeast 2,dFosB activator,SR-BI DiI inh,PvdQ acylase,Rtt109 Vps75,CAL PDZ FP-1,CAL PDZ FP-2,NSD2 HMT inh,SR-BI DiI-HDL act
Cc1sc(-c2ccccn2)nc1OC(=O)c1ccc(F)cc1F,-26,-10,-1,-17,18,-12,·,-1,1,17
CC1CCCCC1NC(=O)CNC(=O)c1cccs1 (stereo unspecified),-1,12,6,-9,-13,2,-0.5,-1,-1,9

# Continuation.
SMILES,MITF act,PfHsp90 yeast 2,dFosB activator,SR-BI DiI inh,PvdQ acylase,Rtt109 Vps75,CAL PDZ FP-1,CAL PDZ FP-2,NSD2 HMT inh,SR-BI DiI-HDL act
COC(=O)CCC(=O)Nc1ccc(NC(C)=O)cc1,·,·,-5,3,-9,2,-2.1,-1,-15,-3
CC(=O)c1c(N2CCN(C(=O)c3ccco3)CC2)nc(=S)n(-c2ccccc2)c1C,-16,20,-15,-14,15,-26,-0.6,·,-1,14
O=c1cc2c(nn1Cc1ccccc1Cl)-c1ccccc1CC2,12,14,-14,-6,-1,17,-2.3,0,3,6
CC(=O)c1ccc(NC(=O)Nc2ccncc2)cc1,46,12,-20,-33,3,-5,-4.5,·,3,33
O=C(NNC(=O)C1CCCN(S(=O)(=O)c2cccc(F)c2)C1)C1CC1 (stereo unspecified),3,-2,2,2,-9,1,-0.5,9,-2,-2
COc1cc2c(cc1OC)C(c1cc(OC)c(OC)cc1[N+](=O)[O-])N(C(C)=O)CC2 (stereo unspecified),2,7,0,2,-2,-7,-0.1,11,-2,-2
C=CCOC(=O)C1=C(C)N=C2SCCC(=O)N2C1c1cccs1 (stereo unspecified),0,43,-3,-3,-11,-5,0.2,1,·,3
O=C(c1cccs1)N1CCN(c2cc(Cl)ccc2Cl)CC1,0,-7,4,-7,2,1,-1.3,-7,-6,7
CCC(Cc1ccccc1)n1c(=S)[nH]c2ccccc2c1=O (stereo unspecified),5,-37,-12,-35,-15,7,-0.5,-3,-2,35
CCCc1cc(C(=O)Nc2cc(Cl)ccc2O)no1,?,6,3,·,-14,-4,-2.6,-6,13,·
Cc1cc(C)c(C)c(S(=O)(=O)N2CCSCC2)c1C,3,-16,-10,19,-12,-19,·,-3,-1,-19
Cc1nc2c(c(=O)c3ccccc3n2C)c(=O)n1-c1ccc(F)cc1,0,14,-1,-7,-9,-6,-0.9,-2,-1,7
COc1cccc(C2=NOC(C(=O)Nc3cc(C)on3)C2)c1OC (stereo unspecified),-7,10,-1,-18,-8,-10,-0.4,-4,0,18
CC1CC(C)CN(S(=O)(=O)c2ccc(C(C)(C)C)cc2)C1 (stereo unspecified),-1,-10,-1,-16,8,2,-1.5,-1,0,16
O=C(O)c1csc(Cc2ccccc2)n1,3,6,-3,-26,-14,-7,-0.2,-2,6,26
CCOC(=O)C1=C(C)NC(=O)NC1c1c(OC)ccc2ccccc12 (stereo unspecified),12,10,1,-14,-1,0,-1.2,-3,4,14
CN(C)S(=O)(=O)c1cccc(NC(=O)C2Cc3ccccc3CN2C(=O)c2ccccc2)c1 (stereo unspecified),1,8,-14,7,-1,6,-1.4,·,1,-7
CCCC(=O)Nc1cccc2c1CCCC2,4,10,-8,-26,-8,0,-2.1,-3,2,26
COc1cc(OC)cc(-c2oc(=O)c3cc(OC)c(OC)cc3c2C(F)(F)F)c1,-67,35,-7,25,-1,-3,-1.1,-6,·,-25
Cc1ccc(NC(=O)NCCN2C(=O)C3C4C=CC(C4)C3C2=O)cc1 (stereo unspecified),47,5,7,4,5,0,0.8,5,·,-4
COc1cc(C=O)ccc1OC(=O)N1CCOCC1,3,-41,2,-30,-7,4,0.1,0,2,30
COc1ccccc1-c1nnc(SCC(=O)NC2CCS(=O)(=O)C2)n1CCc1ccccc1 (stereo unspecified),6,-7,-4,-6,-12,-4,-1.5,-5,6,6
Cc1nn(C)c(C)c1S(=O)(=O)N(CC(=O)NC1CCCCCC1)c1ccc(C(C)C)cc1,·,-14,0,-30,7,-5,-0.9,·,·,30
CCN(CC)c1ccc(/C=N/NC(=O)CNC(=O)/C=C/c2ccco2)cc1,-4,9,-15,17,8,30,-1.8,1,8,-17

# Outcome played no part in choosing rows; 4.3% or so of the library scored in one or more.
